RGS4 pot: RGS4 potentiators or activators, primary screen, cell-based, HEK293 M3R inducible RGS4, calcium flux; carbachol calcium flux Fluo4; active compounds read low; B-score at 10 µM; 310,000 compounds, 0.92% hits;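 active = B-score of the integrated calcium signal more than 4 SD below the library mean, with starting fluorescence not abnormally high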;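 note: negative B-score means reduced calcium response which marks RGS4 activation or potentiation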
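Material: Inducible-RGS4 HEK293 cells carrying M3 receptor; also added: carbachol at ECmax as muscarinic agonist stimulus; incubation: compound preincubation 20 min at room temperature before agonist; signal: Fluo4-AM (2 µM) calcium-flux fluorescence, kinetic read; measure: integrated calcium ratio converted to B score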
TRPC6 inh: mouse TRPC6 channel inhibitors, primary screen, cell-based, HEK293, membrane potential dye. ACh-evoked depolarization; active compounds read low. B-score at 10 µM. 310,000 compounds, 1.1% hits. AID 2553, 2010;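 active = B-score under library mean minus 3 SD, initial fluorescence not abnormally high, positive integrated signal ratio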;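 note: B-score derived from integrated fluorescence ratio over the kinetic read; more negative B-score means stronger inhibition of depolarization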
HDAC3 inh: HDAC3 deacetylase inhibitors, primary screen, biochemical, fluorescence, cell-free homogeneous; 320,000 compounds, 0.15% hits; recombinant HDAC3, fluorogenic peptide/trypsin coupled; Histone deacetylase 3 (Homo sapiens), O15379; inhibition, % at 8.3 µM; in the data active = inhibition above about 26%, passing the limit was not always enough
MrgX1 ag: agonists of human MrgX1 receptor, primary screen, HEK293 cells, Fluo-4 calcium flux; AID 588627, 2011; B-score at 10 µM; 310,000 compounds, 0.44% hits; Mas-related G-protein coupled receptor member X1 (Homo sapiens), Q96LB2; Fluo-4 calcium fluorescence, agonist mode; active compounds read high;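 active = calcium response B-score plate-corrected fluorescence ratio at least 3 library SD, with starting fluorescence B-score inside 5 SD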
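times = overnight plating, then 30 min 37 °C plus 30 min room-temperature dye loading | assay system = stable human MrgX1 HEK293 cell line | input = fifteen thousand cells per well | signal = kinetic calcium dye fluorescence, Fluo-4 NW | dosing = compound delivered in addition one of three | read-out = B-scored fluorescence response ratio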
TMEM16A inh: TMEM16A chloride channel inhibitors, primary screen, cell-based, HTS. Anoctamin-1 (Mus musculus), Q8BHY3. HEK293 TMEM16A/YFP iodide influx fluorescence, ionomycin. normalized B-score (activity score, 25-100; higher = stronger inhibition) at 10 µM. 310,000 compounds, 1.2% hits. AID 588511, 2011;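 active = ratio plate-corrected score three or more library SD toward inhibition, starting fluorescence score within five deviations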;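 note: score derived from kinetic fluorescence span divided by baseline fluorescence per well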
Target sequence (Q8BHY3 whole entry, looked up): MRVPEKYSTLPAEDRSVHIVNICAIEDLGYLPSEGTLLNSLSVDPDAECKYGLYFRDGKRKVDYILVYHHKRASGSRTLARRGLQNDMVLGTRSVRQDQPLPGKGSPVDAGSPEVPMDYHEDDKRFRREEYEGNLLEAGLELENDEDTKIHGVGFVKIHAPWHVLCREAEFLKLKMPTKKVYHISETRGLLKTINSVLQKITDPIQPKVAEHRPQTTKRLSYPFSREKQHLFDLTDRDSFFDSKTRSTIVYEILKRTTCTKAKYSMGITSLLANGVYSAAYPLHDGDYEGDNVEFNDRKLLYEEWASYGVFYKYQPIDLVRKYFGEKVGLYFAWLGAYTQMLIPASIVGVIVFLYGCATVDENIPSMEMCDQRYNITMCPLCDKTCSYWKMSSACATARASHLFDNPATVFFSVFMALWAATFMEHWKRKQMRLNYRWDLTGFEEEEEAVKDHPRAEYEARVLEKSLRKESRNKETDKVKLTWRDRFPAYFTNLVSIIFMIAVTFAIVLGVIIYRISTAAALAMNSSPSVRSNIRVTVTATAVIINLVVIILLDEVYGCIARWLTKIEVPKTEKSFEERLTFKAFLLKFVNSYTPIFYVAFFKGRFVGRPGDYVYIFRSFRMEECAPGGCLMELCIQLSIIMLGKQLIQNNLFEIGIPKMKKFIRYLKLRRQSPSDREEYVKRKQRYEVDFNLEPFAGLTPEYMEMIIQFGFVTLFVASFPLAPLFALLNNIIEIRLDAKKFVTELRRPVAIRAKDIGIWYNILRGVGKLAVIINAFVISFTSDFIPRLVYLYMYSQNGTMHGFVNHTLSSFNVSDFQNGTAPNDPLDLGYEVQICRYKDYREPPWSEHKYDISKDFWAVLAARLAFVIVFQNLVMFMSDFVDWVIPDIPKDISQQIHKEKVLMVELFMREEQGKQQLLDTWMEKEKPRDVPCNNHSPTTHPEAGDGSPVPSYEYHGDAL
ANO1 activ: TMEM16A chloride channel activators or potentiators, primary screen, cell-based, HTS; Anoctamin-1 (Mus musculus), Q8BHY3; HEK293 TMEM16A/YFP-H148Q/I152L, iodide quench fluorescence; active compounds read low; B-score at 10 µM; 340,000 compounds, 0.3% hits; AID 623877, 2012;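 active = fluorescence-ratio B-score plate-corrected deviation score at least 3 library SD below zero, with starting fluorescence score within 5 deviations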;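 note: channel opened by trigger with iodide after compound preincubation; score built on the fluorescence ratio of max minus min over baseline; more negative score means more quench and so TMEM16A activation or potentiation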
TRPC6 act: mouse TRPC6 channel activators, primary screen, cell-based, HEK293, membrane potential dye; 310,000 compounds, 0.13% hits; B-score at 10 µM; Short transient receptor potential channel 6 (Mus musculus), Q61143; HEK293-TRPC6 membrane potential dye fluorescence; active compounds read high;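 active = B-score of the integrated fluorescence ratio above library mean plus 3 SD, and starting fluorescence ratio within library mean plus 5 SD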;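 note: higher score means more depolarization so channel activation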
RGS4 block: RGS4 inhibitors, primary screen, cell-based, HEK293 M3R inducible RGS4, calcium flux; Regulator of G-protein signaling 4 (Homo sapiens), P49798; Fluo-4 calcium flux; active compounds read high; triggered by carbachol at its EC20; B-score at 10 µM; 310,000 compounds, 0.45% hits; AID 463165, 2010;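 active = B-score, a plate-corrected calcium signal, over three deviations above library mean, with baseline fluorescence within five deviations of library mean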;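 note: RGS4 expression induced by doxycycline in cells with stable M3 receptor; B-score is computed from the integrated fluorescence ratio over baseline after carbachol; higher B-score means a larger calcium signal and so more RGS4 inhibition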
SKKanGAS inh: S. pyogenes SKKanGAS growth inhibitors in kanamycin, primary screen, streptokinase expression inhibitor project, SKKanGAS strain, BacTiter-Glo luminescence. 6 h. inhibition, % at 7.5 µM. 300,000 compounds, 1.3% hits. AID 1662, 2009;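 active = mean replicate score, as percent of positive control median, at least 50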;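 note: strain carries kanamycin resistance gene driven by streptokinase promoter and grows in 40 µg/ml kanamycin; loss of luminescence reflects streptokinase promoter inhibition or plain growth inhibition; 0% = median of DMSO wells and 100% = positive control at its reference dose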
MrgX1 allo act: positive allosteric modulators of MrgX1, primary screen, HEK293 cells, Fluo-4 calcium flux; Mas-related G-protein coupled receptor member X1 (Homo sapiens), Q96LB2; 310,000 compounds, 0.63% hits; B-score at 10 µM; FDSS; active compounds read high; AID 588675, 2011;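 active = plate-corrected calcium response at least 3 library SD above typical, normal starting fluorescence, not activating the receptor alone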;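 note: compound read alongside a low EC10 to EC30 dose of BAM8-22 agonist; peak minus trough fluorescence over baseline measured at the second addition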
MrgX1 antag: antagonists of human MrgX1 receptor, primary screen, HEK293 cells, Fluo-4 calcium flux | Mas-related G-protein coupled receptor member X1 (Homo sapiens), Q96LB2 | BAM8-22 antagonism; active compounds read low | B-score at 10 µM | 310,000 compounds, 1.3% hits | AID 588676, 2011;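 active = calcium-response B-score plate-corrected more than 3 library SD below zero, starting fluorescence within 5 deviations, no agonist response on first addition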;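 note: peak minus trough fluorescence over baseline after final BAM8-22 challenge near maximal dose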
Starred values were filed as active, the others as inactive; i = inactive; nt = not tested or not shown.

SMILES | RGS4 pot | TRPC6 inh | HDAC3 inh | MrgX1 ag | TMEM16A inh | ANO1 activ | TRPC6 act | RGS4 block | SKKanGAS inh | MrgX1 allo act | MrgX1 antag
O=C1NN=C(c2ccc(Cl)cc2)CC1c1c[nH]c2ccccc12 (stereo not drawn) | i | i | 15.3 | i | i | i | i | i | 4.5 | i | i
O=C(Cc1cccc(C(F)(F)F)c1)OCN1C(=O)c2ccccc2C1=O | i | i | -2.6 | i | i | i | i | i | 0.8 | i | i
COc1ccc(-c2csc(-n3ncc(C(=O)O)c3C(F)(F)F)n2)cc1 | i | i | -1.6 | i | i | i | i | i | 4.2 | i | i
O=C1CC(C(=O)Nc2ccc(Cl)cc2)n2ncnc2N1 (stereo not drawn) | i | i | 1.3 | i | i | i | i | i | 5.4 | i | i
COc1ccc(/C=c2\sc3nc(-c4ccccc4OC)nn3c2=O)c(OC)c1 | i | i | -2.7 | i | i | i | i | i | 18.2 | i | i
COc1ccc(NC(=O)CN(C)C(=O)CN2C(=O)C3CCCCC3C2=O)cc1 (stereo not drawn) | i | i | -4.5 | i | i | i | i | i | 7.2 | i | i
Clc1ccc(Nc2ncnc3ccc(Br)cc23)cc1 | i | i | 5.7 | i | i | i | i | i | 11.6 | i | i
CCOC(=O)C1=C(N)Oc2c(oc(CO)cc2=O)C1c1c(F)cccc1Cl (stereo not drawn) | i | i | -4.7 | i | i | i | i | i | -8.2 | i | i
Cc1cc(C)nc(NS(=O)(=O)c2ccc(N=Cc3c(C)[nH]n(-c4ccccc4)c3=O)cc2)n1 | i | i | -0.6 | i | i | i | i | i | -0.6 | i | i
Cc1ccc(S(=O)(=O)CCc2nnc(NC(=O)C3CCCO3)s2)cc1 (stereo not drawn) | i | i | -0.8 | i | i | i | i | i | 6.8 | i | i
Cc1nn(C(C)C(=O)NCc2ccccc2)c(C)c1[N+](=O)[O-] (stereo not drawn) | i | i | 1.7 | i | i | i | i | i | -4.9 | i | i
Cc1cc(Nc2ncc(Cl)cc2Cl)n[nH]1 | i | i | -2.2 | i | i | i | i | i | 8.5 | i | i
O=C(COC(=O)CCN=C1NS(=O)(=O)c2ccccc21)NNC(=O)c1ccccc1 | i | i | 0.6 | i | i | i | i | i | -2.9 | i | i
COc1ccc(CCN2C(=NC(=O)CCC(=O)O)SC3CS(=O)(=O)CC32)cc1OC (stereo not drawn) | i | i | 7.4 | i | i | i | i | i | -4.0 | i | -5.22*
CCN(CC)C(=O)Cn1cc(S(=O)(=O)CC(=O)N2CC(C)OC(C)C2)c2ccccc21 (stereo not drawn) | i | i | -0.1 | i | i | i | i | i | 4.1 | i | i
O=C(CCCn1c(SCc2ccccc2F)nc2ccccc2c1=O)NCC1CCCO1 (stereo not drawn) | i | i | -3.9 | i | i | i | i | i | 0.3 | i | i
N#CCCN1CCN(S(=O)(=O)c2ccc(S(=O)(=O)NCC3CCCO3)cc2)CC1 (stereo not drawn) | i | i | -0.5 | i | i | i | i | i | -1.8 | i | i
CCC/C=N/Nc1nnc(Cc2ccccc2)c(=O)[nH]1 | i | i | 1.7 | i | i | i | i | i | 0.6 | i | i
COc1ccc(S(=O)(=O)NC(C)C(=O)NC2CC2)cc1C (stereo not drawn) | i | i | -7.3 | i | i | i | i | i | -2.4 | i | i
NC(=O)Cc1nc(-c2ccccc2)cs1 | i | i | 10.5 | i | i | i | i | i | -0.6 | i | i
CCC(=O)N1CCN(c2ccnc3cc(Cl)ccc23)CC1 | i | i | -2.9 | i | i | i | i | i | 14.5 | i | i
Cc1nc2ccc(NC(=O)c3cccc(S(=O)(=O)N4CC(C)OC(C)C4)c3)cc2s1 (stereo not drawn) | i | i | 9.5 | i | i | i | i | i | -3.5 | i | i
CCOc1cc2[nH]c(=S)n(CCN3CCCCC3C)c(=O)c2cc1OCC (stereo not drawn) | i | i | 0.1 | i | i | i | i | i | 1.5 | i | i
Cc1cc(-c2ccc(C(=O)O)s2)cnc1N | i | i | -435.8 | i | i | i | i | i | 2.4 | i | i
Cc1cccc(N2C(=O)CN(Cc3cccs3)C2=S)c1 | i | i | 1.3 | i | i | i | i | i | 7.8 | i | i
CC(=O)c1cc(-c2nc3ccccc3n2C)n(C)c1 | i | i | -3.1 | i | i | i | i | i | -1.0 | i | i
Cc1cccc(NC(=O)C(=O)NCC2CCCO2)c1 (stereo not drawn) | i | i | 0.9 | i | i | i | i | i | 2.3 | i | i
O=C(NCCCNC(=O)C(F)(F)C(F)F)C(F)(F)C(F)F | i | i | 0.0 | i | i | i | i | i | -6.1 | i | i
CCOC(=O)c1sc(NC(=O)CN(CC(C)C)CC(C)C)c(C(=O)OCC)c1C | i | i | -2.4 | i | i | i | i | i | 7.9 | i | i
O=C1C2CC=C(Cl)CC2C(=O)N1CC1Cc2ccccc2CO1 (stereo not drawn) | i | i | -0.6 | i | i | i | i | i | 2.1 | i | i
COC(=O)c1sc(NC(=O)c2cc(C)on2)nc1C | i | i | 1.8 | i | i | i | i | i | -5.7 | i | i
O=C(NC(=S)N1CCN(c2ccc(F)cc2)CC1)c1cccs1 | i | i | -3.3 | i | i | i | i | i | 26.1 | i | i
CCOC(=O)C(CC(=O)O)NCc1ccco1 (stereo not drawn) | i | i | -6.4 | i | i | i | i | i | 16.8 | i | i
Cn1ccc(-c2ccccc2)c(C#N)c1=O | i | i | 1.1 | i | i | i | i | i | -6.8 | i | i
COc1ccccc1C(=O)NNC(=O)c1cccc(O)c1 | i | i | -4.2 | i | i | i | i | i | -0.5 | i | i
N#C/C(=C(/O)CN1CCCCC1)c1nc(-c2ccc(Cl)cc2)cs1 | i | i | -0.4 | i | i | i | i | i | -8.2 | i | i
CCC(=O)N(Cc1cc(=O)[nH]c2ccccc12)c1ccc(OC)cc1 | i | i | 9.6 | i | i | i | i | i | 2.1 | i | i
CCCOc1ccc(C(=O)Nc2ccccc2[N+](=O)[O-])cc1 | i | i | -0.5 | i | i | i | i | i | 3.7 | i | i
COc1ccc(Oc2nc(-c3ccccn3)ncc2OC)cc1 | i | i | 1.1 | i | i | i | i | i | 53.8* | i | i
COc1ccccc1Nc1nc2ccc(C)cc2n2cnnc12 | i | i | 10.6 | i | i | i | i | i | -6.8 | i | i
C/C(=N/NS(=O)(=O)c1ccc(C)c(C)c1)c1c[nH]c2ccccc12 | i | i | 7.4 | i | i | i | i | i | 21.5 | i | i
CSc1ccccc1NC(=O)c1ccccn1 | i | i | -1.5 | i | i | i | i | i | 1.4 | i | i
Cc1ccnc2ccc(-c3nc4ccccc4o3)cc12 | nt | nt | -8.9 | i | i | i | nt | nt | nt | i | i
O=C(Nc1ccc2sc3ccccc3c(=O)c2c1)c1ccccc1Cl | i | i | 10.1 | i | i | i | i | i | 24.2 | i | i
CC(C)Oc1ccc(C(CC(=O)NCCCN(C)C)c2ccc(F)cc2)cc1 (stereo not drawn) | i | i | -5.7 | i | i | i | i | i | 4.1 | i | i
Cc1ccccc1C(=O)Nc1ccnn1C1CCN(CC2CC=CCC2)CC1 (stereo not drawn) | i | i | -5.5 | i | i | i | i | i | -1.6 | i | i
O=c1ccc2ccccc2n1Cc1cccc(F)c1 | i | i | -14.5 | i | i | i | i | i | -5.1 | i | i
COc1ccc(NC(=O)Nc2ccccc2F)c([N+](=O)[O-])c1 | i | i | 3.6 | i | i | i | i | i | -5.0 | i | i
CC1=C(C(=O)NCc2ccccc2)C(c2ccc(C)o2)n2ncnc2N1 (stereo not drawn) | i | i | -1.5 | i | i | i | i | i | -2.0 | i | i
COc1ccc(-c2cc(C(=O)NCCCN3CCCC3=O)c3ccccc3n2)cc1 | i | i | -19.7 | i | i | i | i | i | -3.1 | i | i
CN(c1ccc(C(=O)N2CCN(Cc3ccccc3)CC2)cc1)S(=O)(=O)c1ccccc1 | i | i | -4.5 | i | i | i | i | i | -5.0 | i | i
C=CCOc1ccc2ccccc2c1/C=N/O | i | i | 2.0 | i | i | i | i | i | -3.5 | i | i
COc1c(O)ccc(/C=N/NC(=O)c2ccc3c(c2)OCCO3)c1[N+](=O)[O-] | i | i | 3.2 | i | i | i | i | i | 2.0 | i | i
CC(C)(C)C(=O)CN1C(=O)NC2(CCOc3ccccc32)C1=O (stereo not drawn) | i | i | -4.8 | i | i | i | i | i | -0.8 | i | i
O=C1c2ccccc2C(=O)N1CCSC(=S)N1CCOCC1 | i | i | -5.3 | i | i | i | i | i | -3.6 | i | i
O=C(Cn1cnc2ccccc21)N/N=C/c1ccccc1 | i | i | 0.1 | i | i | i | i | i | -6.6 | i | i
CCNc1nc(NCC)nc(Oc2ccc(C(=O)OC)cc2)n1 | i | i | -5.6 | i | i | i | i | i | -6.5 | i | i
CCN1CCN(C(=O)c2ccc(COc3ccc(Cl)cc3)o2)CC1 | i | i | 1.6 | i | i | i | i | i | -5.3 | i | i
O=C(Nc1ccccc1)C1=C[C@@H](c2ccc(Br)cc2)C[C@@H](OCc2ccc(CO)cc2)O1 | i | i | -1.6 | i | i | i | i | i | 10.5 | i | i
O=C(OCc1cc(=O)oc2cc(O)ccc12)c1cc(S(=O)(=O)N2CCOCC2)ccc1F | i | i | -6.2 | i | i | i | i | i | 2.7 | i | i
C/C(=N\NS(=O)(=O)c1ccc(Br)cc1)c1ccc2c(c1)OCO2 | i | i | -2.4 | i | i | i | i | i | -7.4 | i | i
O=S1(=O)C=C(SCCN2CCCCC2)c2ccccc21 | i | i | 2.1 | i | i | i | i | i | -10.3 | i | i
COc1ccc(/C=C2\Oc3cc(OC(=O)N4CCOCC4)ccc3C2=O)cc1 | i | i | -2.6 | i | i | i | i | i | 5.7 | i | i
